Compound activity deposited in PubChem BioAssay by National Center for Advancing Translational Sciences (NCATS).
Mm-Cpn inhibitor: M. maripaludis TRiC chaperonin inhibition; purified Mm-Cpn ATPase, ADP Transcreener TR-FRET; hit rate 0.031% among 330,000; Potency, µM (highest dose often 76.9 µM), without a hit: at the highest dose activity, negative = inhibition, hits mostly inhibitors; AID 504842; active = well fitted inhibition curve with a large enough effect; inconclusive = small, poorly fitted or top-dose-only effect; also: nearly all actives have a fitted effect of over 80% in size
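Inhibition of chaperonin ATP hydrolysis is measured as reduced ADP production, detected by competitive TR-FRET in which signal falls with ADP. Final enzyme 25 nM and ATP 10 uM, reacted 30 min at 37°C.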
Starred values were filed as active, the others as inactive; ? = inconclusive; & = joins results of further samples; [ ] = remark or other dose. % is scaled to controls: 0 for no effect and ±100 for the full control effect; potency is read from the fitted curve at half-maximal effect. Not all compounds are listed (hit frequency here may not be typical).

Mm-Cpn inhibitor	structure
-0.2%	CC(C)CCn1c(=O)c2ccccc2n2c(COC(=O)c3ccc(S(=O)(=O)N(C)C)cc3)nnc12
?	CCC(C)n1c(-c2cc(OC)c(OC)c(OC)c2)nc2nc3ccccc3nc21 (stereo unspecified)
1.0%	Cc1cc(C)nc(/N=C(\N)Nc2ccc(S(=O)(=O)Nc3nc(C)cc(C)n3)cc2)n1
1.0%	Cc1ccc(S(=O)(=O)Cc2ccc(C(=O)N3CCN(Cc4ccccc4)CC3)o2)cc1
0.1%	O=C(Cc1ccccc1)NC(=S)Nc1ccc2oc(-c3ccccc3)nc2c1
0.1%	O=C(N/N=C/c1c(Nc2cccc(C(F)(F)F)c2)nc2ccccn2c1=O)c1ccccc1
1.8%	CCOc1ccc(OCC(=O)N(CCC2=CCCCC2)c2c(N)n(Cc3ccccc3)c(=O)[nH]c2=O)cc1
-0.8%	Cc1ccc2nc3c(cc(C#N)c(=O)n3CC3CCCO3)c(=O)n2c1 (stereo unspecified)
1.7%	O=[N+]([O-])c1ccc(O)c(C=Nc2ccc3oc(Cc4ccc(Cl)cc4)nc3c2)c1
0.2%	O=C(Nc1cccc(CCc2ccccn2)c1)c1ccc(Cl)cc1
0.5%	COc1ccc(Cl)cc1C(=O)Nc1nc2ccc(S(C)(=O)=O)cc2s1
7.2%	Cc1ccc(NC(=O)OCc2cccs2)cc1

Part of the list above in another layout.
compound,Mm-Cpn inhibitor
Cc1ccc(S(=O)(=O)Cc2ccc(C(=O)N3CCN(Cc4ccccc4)CC3)o2)cc1,1.0%
O=C(Cc1ccccc1)NC(=S)Nc1ccc2oc(-c3ccccc3)nc2c1,0.1%
O=C(N/N=C/c1c(Nc2cccc(C(F)(F)F)c2)nc2ccccn2c1=O)c1ccccc1,0.1%
CCOc1ccc(OCC(=O)N(CCC2=CCCCC2)c2c(N)n(Cc3ccccc3)c(=O)[nH]c2=O)cc1,1.8%

Remaining list, next part
Mm-Cpn inhibitor	structure
-15.6%	C#CCOCCOCCOCCNc1nc(N2CCN(C(=O)CCCCCCCCCCNC(=O)[C@H]([C@@H](C)CC)n3cc(CCCCN=C(N)N)nn3)CC2)nc(N2CCN(C(=O)CCCCCCCCCCNC(=O)[C@H](CCCN=C(N)N)n3cc(C[C@@H](C)CC)nn3)CC2)n1
0.8%	CCCN(CC1CC1)C(=O)CSc1nnc(-c2ccco2)n1N
3.4%	CCCCNC(=O)c1cc2c(=O)n3cccc(C)c3nc2n1C
-7.6%	N#Cc1c2c(c(N3CCN(CCO)CC3)n3c1nc1ccccc13)CCCC2
-3.5%	Cc1cccc(NC(=O)Cn2c(=O)n(CCc3c[nH]c4ccccc34)c(=O)c3cccnc32)c1
-1.6%	O=C1CN(C(=O)COc2cccc(F)c2)c2ccccc2N1
-3.8%	O=C(/C=C/c1cn(CC(O)CN2CCOCC2)c2ccccc12)c1cccs1 (stereo unspecified)
0.2%	Cc1ccc(-n2c(-c3cccs3)nc3nc4ccccc4nc32)cc1
0.1%	CN1Cc2cc(C(=O)c3cc(Cl)cc(CSc4ncccn4)c3O)cnc2NC1=O
0.8%	CCCCN1CN(S(=O)(=O)c2cccs2)c2nc3ccccc3nc21
-6.0%	COc1cc(NS(=O)(=O)c2ccc(NC(=O)CSC3=NCCS3)cc2)nc(OC)n1
2.5%	CCOc1cc2nc(-c3ccc(OC)c(OC)c3)nc(N3CC(C)OC(C)C3)c2cc1OC (stereo unspecified)
-0.7%	CC(C)CC1NC(=O)c2ccccc2-n2c1nc1ccccc1c2=O (stereo unspecified)
1.0%	COc1ccc(NC(=S)N(CCN2CCOCC2)Cc2cc3cc4c(cc3[nH]c2=O)OCO4)cc1
-3.6%	Cc1nc(SCC(=O)NCc2ccco2)c2c(=O)n(C)c(=O)n(CC(C)C)c2n1
2.4%	COc1cccc(N(C(=O)C2COc3ccccc3O2)C(C(=O)NC2CCCCC2)c2ccc(O)cc2)c1 (stereo unspecified)
1.2%	O=C1/C(=N/n2cnnc2)c2ccccc2N1Cc1ccccc1
2.6%	COc1ccc(C)cc1NC(=O)C(Sc1ccccc1)c1ccccc1 (stereo unspecified)
1.7%	CCOc1cc(/C=C(\C#N)C(=O)Nc2ccccc2[N+](=O)[O-])ccc1OCc1cccc2ccccc12
1.4%	CCOc1ccc(S(=O)(=O)Nc2ccc3c(c2)c2c(n3S(=O)(=O)c3ccc(OCC)cc3)CCCC2=O)cc1
-5.4%	COc1cc(C2C(N3C(=O)c4ccccc4C3=O)C(=O)N2c2cccc(C)c2)cc(OC)c1OC (stereo unspecified)
-8.5%	COc1ccc(C2C=C(c3cccs3)Nc3nc(CCCO)nn32)cc1 (stereo unspecified)
0.8%	CC(=O)NC(c1cc(F)c2cccnc2c1O)C(C)C (stereo unspecified)
-5.3%	CS(=O)(=O)Nc1ccccc1C(=O)N1CCN(c2ccccc2)CC1

Single values from the entries so far:
COc1cccc(N(C(=O)C2COc3ccccc3O2)C(C(=O)NC2CCCCC2)c2ccc(O)cc2)c1 (stereo unspecified) in Mm-Cpn inhibitor is entered as 2.4%
CS(=O)(=O)Nc1ccccc1C(=O)N1CCN(c2ccccc2)CC1 in Mm-Cpn inhibitor is entered as -5.3%
COc1ccc(NC(=S)N(CCN2CCOCC2)Cc2cc3cc4c(cc3[nH]c2=O)OCO4)cc1 in Mm-Cpn inhibitor is entered as 1.0%

Next results.
Mm-Cpn inhibitor	structure
1.9%	COC(=O)CCC(=O)c1ccc(OC)c(Cl)c1
-2.2%	NC(=O)C1CCN(c2nc(-c3ccc(Cl)cc3)cs2)CC1
-0.5%	CN=C1S/C(=C\c2ccc(Sc3ccc(Cl)cc3)o2)C(=O)N1C
-1.9%	CCOC(=O)c1c(C)[nH]c(C=Nc2ccccc2)c1O
-11.1%[15.4 µM]	COc1ccc([C@]23Cc4ccccc4C(O2)C2=C(CC(C)(C)CC2=O)O3)cc1
-2.8%	Cc1cc(Cl)ccc1OCC(=O)n1cc(C(=O)c2cc(Cl)ccc2O)cn1
-4.9%	CCOC(=O)c1sc(NC(=O)CSc2nc3ccccc3s2)c(C(=O)OCC)c1C
0.6%	CCOc1cc(-n2nc(C)c(C#N)c2N)nc(SC)n1
1.1%	c1ccc2oc(-c3ccc(Nc4nc(N5CCCCC5)nc(N5CCOCC5)n4)cc3)nc2c1
-1.3%	CCOC(=O)c1c(-c2ccc(OCC)cc2)csc1NC(=O)CCN1C(=O)c2ccccc2C1=O
3.8%	CN(C(=O)COc1ccc(Cl)cc1)c1nnc(C23CC4CC(CC(C4)C2)C3)s1
1.7%	CCOC(=O)N1CCN(Cc2nc3c(c(=O)n(C)c(=O)n3C)n2Cc2cc(C)ccc2C)CC1
0.3%	CNC(=S)N1CCC(NC(=O)c2ccco2)CC1
-5.2%	Cc1ccc(-c2nn(-c3ccccc3)cc2C(=O)O)o1
-2.6%	Cc1sc2nc(C3CC3)nc(SCC(=O)N3CCCc4ccccc43)c2c1C
-0.6%	O=C(Cc1ccccc1[N+](=O)[O-])OCc1cccc([N+](=O)[O-])c1
-0.5%	O=C(O)c1cc2c(ccc3ccccc32)oc1=O
-3.0%	O=C(COC(=O)c1ccc[n+]([O-])c1)Nc1c(Br)cc([N+](=O)[O-])cc1Br
-3.4%	CCN(CC)CCN1C(=O)C(=O)/C(=C(/O)c2ccc(OC)cc2)C1c1cccs1 (stereo unspecified)
0.0%	Cc1ccc(/C=C/C2=Cc3c(sc(NC(=O)CSc4n[nH]c(N)n4)c3C#N)C(C)(C)C2)o1
-1.6%	CC(=O)Oc1ccc(Cl)cc1/C=C/c1cc(OC(C)=O)c2ccccc2n1
-1.0%	COc1ccc(NC(=O)CSc2nc3ccccc3c(=O)n2Cc2cccs2)c(OC)c1
-2.0%	O=C1N/C(=C\c2nc3ccccc3s2)c2ccccc21
0.7%	COc1ccc(CNc2ccc3c(c2)CCC3)cc1OC

Compounds from the list above containing fluorine (three):
Mm-Cpn inhibitor	structure
0.1%	O=C(N/N=C/c1c(Nc2cccc(C(F)(F)F)c2)nc2ccccn2c1=O)c1ccccc1
-1.6%	O=C1CN(C(=O)COc2cccc(F)c2)c2ccccc2N1
0.8%	CC(=O)NC(c1cc(F)c2cccnc2c1O)C(C)C (stereo unspecified)

2 compounds drawn at random from those above:
Mm-Cpn inhibitor	structure
0.2%	Cc1ccc(-n2c(-c3cccs3)nc3nc4ccccc4nc32)cc1
7.2%	Cc1ccc(NC(=O)OCc2cccs2)cc1

(further entries)
Mm-Cpn inhibitor	structure
-3.4%	Cc1nc2c(c(=O)n1Cc1ccccc1Cl)c1nc3ccccc3nc1n2Cc1ccco1
?	C#CCOCCOCCOCCNc1nc(N2CCN(C(=O)CCCCCCCCCCNC(=O)[C@H](CCCN=C(N)N)n3cc(C[C@@H](C)CC)nn3)CC2)nc(N2CCN(C(=O)CCCCCCCCCCNC(=O)[C@@H]([C@H](C)CC)n3cc(CCCCCN)nn3)CC2)n1
0.1%	N#C/C(=C\c1sc(N2CCOCC2)nc1-c1ccccc1)C(=O)Nc1cccc2ccccc12
-11.1%	COc1cc(-c2nnc(CSc3nc4ccccc4s3)o2)cc(OC)c1OC
-1.0%	C/C(=N\Nc1ncc(Cl)cc1Cl)c1cccs1
-0.8%	Cc1cc(C)c2cc(CN(CCO)C(c3nnnn3Cc3ccc(F)cc3)C(C)C)c(=O)[nH]c2c1 (stereo unspecified)
-1.2%	COc1ccccc1C(=O)Nc1cc2c(ccc3ccccc32)oc1=O
-0.1%	COc1cc2c(c(O)c1OC)-c1c(cc(OC)c(OC)c1O)[C@@H](OC(=O)c1ccccc1)[C@@](C)(O)[C@@H](C)[C@@H]2OC(C)=O
-1.0%	CC1(C)NC(=O)N(CC(=O)Nc2cc(S(=O)(=O)N3CCOCC3)ccc2N2CCOCC2)C1=O
1.7%	COc1ccc(CCn2c(=O)[nH]c3cc(C(=O)NCCc4ccccc4)ccc3c2=O)cc1OC
1.0%	CC(C)CC1NC(=O)c2cc(Cl)ccc2-n2c1nc1ccc(F)cc1c2=O (stereo unspecified)
2.4%	Cc1ccc2nc(-c3ccc(NC(=O)CN(C)S(=O)(=O)c4ccccc4)cc3)sc2c1
-0.6%	O=c1cc(-c2ccc(F)cc2F)[nH]c2ccccc12
0.5%	Clc1ccc(C2C3=C(Nc4ncnn42)c2ccccc2CC3)cc1 (stereo unspecified)
1.6%	Cc1ccc(C(C)NC(=S)NC2CCCCC2)cc1C (stereo unspecified)
-2.8%	O=c1c2ccccc2oc2nc(-c3ccco3)n(CCc3ccccc3)c(=O)c12
-1.0%	CCCCNC(=S)N(C)/N=C/c1sc(N2CCCCC2)nc1-c1cccs1
-0.1%	Cc1cc(Oc2ccc(=O)n(C)n2)nc(=S)[nH]1
0.4%	Cn1c(=O)c2cnc(N3CCOCC3)nc2n(C)c1=O
-0.7%	CC(C)(C)OC(=O)CN1C(=O)S/C(=C\c2ccc(-c3cccc(C(=O)O)c3)o2)C1=O
-3.5%	COc1c(N2CCN(C(=S)Nc3ccccc3)C(C)C2)c(F)cc2c(=O)c(C(=O)O)cn(C3CC3)c12 (stereo unspecified)
1.2%&0.7%	CCN1CCCC1CNC(=O)c1cc(S(=O)(=O)CC)c(N)cc1OC (stereo unspecified)
-4.3%	Cc1ccc(C2C(C#N)=C(N)Oc3c2sc2ccccc32)o1 (stereo unspecified)
1.9%	Cc1ccnc(NS(=O)(=O)c2ccc(C(C)(C)C)cc2)c1
-0.5%	COC(=O)C1=C(C)N=c2s/c(=C3\C(=O)Nc4ccccc43)c(=O)n2C1c1ccccc1 (stereo unspecified)
-0.7%	Cc1cc(C)nc(OC(=O)c2ccc(Cl)cc2Cl)n1
-0.7%	CC(Sc1nnc(-c2cccnc2)n1-c1ccccc1F)C(=O)N1CCCc2ccccc21 (stereo unspecified)
0.5%	O=C(O)c1ccc(/C=N/NC(=O)C2CC2(c2ccccc2)c2ccccc2)cc1 (stereo unspecified)
-0.9%	Cc1nc2ccccc2n1/C(=N/S(=O)(=O)c1ccc(Br)cc1)c1ccccc1
-1.6%	O=C(CCCSc1nnnn1-c1ccccc1)c1ccc(F)cc1
-1.2%	CN1C(=O)c2oc3ccc(Br)cc3c(=O)c2C1c1ccncc1 (stereo unspecified)
-2.0%	CCN(C(=O)c1cc2ccccc2o1)C12CC3CC(CC(C3)C1)C2
-1.2%	COc1cc(/C=C2/C(=O)N(c3ccc(Br)cc3)N=C2C)cc([N+](=O)[O-])c1O
-0.6%	Cc1c(Cl)cn2c(=O)cc(CN3CCN(c4ccc(F)cc4)CC3)nc2c1Cl
